# SUMO Mot1 rescue: inhibitors of SUMOylation pathway: yeast Mot1-301 growth rescue; S. cerevisiae Mot1-301 growth rescue, ATP luminescence, 38.5C; percent above DMSO median, 100 means doubled; growth rescue, % at 18.8 µM; 1% of 320,000 active; AID 2716;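 active means every valid replicate shows activation above 250% relative to neutral control wells; inactive means the rest, any valid replicate at or below 250%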;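 further: OY570 slx delta 5 strain wells were the positive control but not used for scaling; some compounds called inactive have numbers as strong as hits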
# Ecoli viability: bacterial growth inhibition, counter-screen for AddAB inhibitors | 0.27% of 330,000 active | E. coli V3065 growth, OD600 absorbance, 18 h | inhibition, % at 11.9 µM;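 active means inhibition above the campaign's mean inhibition across all tested compounds plus 3 SD, cut at about 9.9% in these data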;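 further: uninfected addAB+ strain grown without phage in ampicillin broth; 0% = DMSO wells and 100% = ciprofloxacin 0.95 µg/ml wells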
# AddAB inh: less growth of phage-infected E. coli with AddAB; AID 435030; inhibition, % at 11.9 µM; E. coli expressing H. pylori AddAB, absorbance growth; 0.29% of 330,000 active; in the data active means inhibition above about 12%;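 further: 0% = vehicle wells of infected cells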
# Numbers without * were called inactive; i = inactive; + = active, no number.
SMILES,SUMO Mot1 rescue,Ecoli viability,AddAB inh
CCN(CC)CCCN1C(=O)c2oc3ccccc3c(=O)c2C1c1cccs1 (stereo unspecified),930,-2.9,5.3
C=CCOc1c(Cl)cc(CNc2ccc(C)c(Cl)c2)cc1OC,-13,-0.2,2.7
Cc1nc(NC(=O)c2ccccc2)sc1-c1csc(Nc2ccc(Cl)cc2Cl)n1,-26,-0.9,-0.5
COc1ccccc1N1CCN(C/C=C/c2ccc(N(C)C)cc2)CC1,66,0.5,1.4
Cc1ccc(C)n1-c1ccc2c(c1)COC2=O,-2,-2.3,-0.2
Cc1ccc(CNC(=O)c2cn(C3CCCC3)c(=O)c3c2c2ccccc2n3C)o1,0,-0.6,0.9
COc1ccccc1N=C1SC(C)CN1C(=O)C1CCC1 (stereo unspecified),-15,2.4,2.7
Cc1ccc2c(c1)-n1c(nc3ccc(C)cc3c1=O)C(Cc1ccccc1)NC2=O (stereo unspecified),-1,-1.4,1.1
Cn1c(=O)c2[nH]c(N/N=C(/C#N)C(N)=O)nc2n(C)c1=O,7,-2.1,0.4
CCn1cc(C(=O)Nc2cc(C)ccc2C)c(=O)c2ccc(C)nc21,16,0.3,3.6
Cc1cccc(-n2ncc3c(N4CCc5ccccc54)ncnc32)c1,-8,-0.9,2.8
Cc1c(Cl)c(C(=O)Nc2nc3ccccc3n2CCN2CCCCC2)nn1C,-11,-1.2,1.6
OC1OC[C@@H](O)[C@H](O)[C@H]1O (stereo partly specified),-7,2.9,0.9
CC1(OC(=O)c2ccc(Cl)nc2)C(=O)C=C2C=C(c3ccsc3)OC=C2C1=O (stereo unspecified),-10,-1.7,0.7
COc1ccc2nc3n(c(=O)c2c1)-c1cc(C)ccc1C(=O)NC3Cc1ccc(O)cc1 (stereo unspecified),2,1.2,0.6
O=C(c1ccc2c(c1)OCCO2)N1CCN(c2ccc([N+](=O)[O-])cc2)CC1,-30,-0.7,0.3
CCCCc1ccc(/C=C2\C(=O)c3ccccc3C(O)=C2C(=O)OCC)cc1,23,-3.6,-0.6
CC(C)C[C@@H]1NC(=O)[C@H](Cc2ccc(O)cc2)NC(=O)[C@H](CCC(N)=O)NC(=O)c2cc([N+](=O)[O-])cc(I)c2NCC[C@@H](C(N)=O)NC1=O,10,-0.8,3.4
COC(=O)c1ccc(NC(=O)c2cnc3scc(C)n3c2=O)cc1,1,1.5,0.8
O=[N+]([O-])c1ccc(C23CC4CC(CC(O)(C4)C2)C3)cc1,9,-0.4,4.6
CC(C)c1nnc(NC(=O)CCC(=O)NC2CCCCC2)s1,1,-0.8,-0.7
COc1ccccc1Nc1cc(C(=O)N2CCc3ccccc3C2)c2ccccc2n1,-8,-0.1,0.2
CCOC(=O)[C@H]1[C@H]2COc3cc(OC)ccc3[C@@H]2N2C(=O)[C@@H](CO)NC(=O)[C@@]12C,1,1.3,4.1
COC(=O)CCC(=O)OC1(C)C(=O)C2=COC(c3ccc(OC)cc3)=CC2=C(Br)C1=O (stereo unspecified),-5,0.4,-0.2
Cc1ccc(-c2nc(SCC(=O)NCCN3C(=O)CSC3=O)[nH]c2-c2ccc(C)cc2)cc1,-14,-3.4,-0.2
N#Cc1c[nH]n2c(=O)c3c(nc12)CCCC3,158,-2.1,1.8
Cn1c(=O)c2c(ncn2CC(=O)N/N=C/C=C\c2ccccc2[N+](=O)[O-])n(C)c1=O,-12,-2.1,0.9
COc1ccc(-c2nn(-c3ccccc3)cc2/C=N/NC(=O)c2ccc3c(c2)OCO3)cc1,8,-5.6,-0.2
Cc1ccccc1OCCNc1cc(N2CCNCC2)ccc1[N+](=O)[O-],-7,-0.4,1.9
Cc1c(-c2ccncc2)oc2ccc(Br)cc2c1=O,-14,-2.2,0.8
Cc1ccc(-c2csc(=S)n2CC(=O)OCC(=O)NCc2ccc(F)cc2)cc1,-23,-2.7,1.9
Oc1c(Cl)cc(Cl)cc1C=Nc1ccccc1N1CCCC1,2,-1.5,0.4
CN(CC(=O)NC(=O)NCc1ccco1)CC(=O)Nc1ccccc1Cl,3,-0.2,-0.9
COC(=O)CSc1nc2sc3c(c2c(=O)n1C1CCCCC1)CCN(C)C3,-2,1.8,2.7
Cc1n[nH]c(C)c1S(=O)(=O)N1CCCC(C(=O)Nc2ccc3c(c2)OCCO3)C1 (stereo unspecified),9,-0.6,1.0
O=C(Cc1cccs1)Nc1ccc(-c2nnn(CC(=O)N3CCOCC3)n2)cc1,-17,-0.8,1.0
CCOc1ccc(C2=NNC(c3cccs3)=Nc3ccc(OCC)cc32)cc1,213,3.0,5.2
CN1CCN(CC(=O)N2c3ccccc3C(=O)Nc3cccnc32)CC1,+,1.3,-1.9
CSc1ccc(CNc2ccccc2)cc1,3,-0.2,0.6
COc1cc2[nH]c(C(=O)NN)c(N)c2cc1OC,4,-0.5,-0.3
COc1ccc(CN2C(=O)Cc3c2nc(N)c2c(N)nc(N4CCCCC4)c(C#N)c32)cc1,11,-3.2,0.0
Cc1cc(C)n2nc(SCc3nnc(-c4ccc(F)cc4)o3)nc2n1,3,-2.1,0.7
CC(c1cc2ccccc2s1)N(O)C(N)=O (stereo unspecified),2,0.0,-3.8
O=C(CN1C(=O)COc2ccc(S(=O)(=O)N3CCCC3)cc21)NC1CCCCCCC1,1,1.8,3.1
COc1ccc(/C=C2\CCCc3c2nc2ccccc2c3C(=O)OCC(=O)c2c(N)n(C)c(=O)n(C)c2=O)cc1,-22,1.4,3.8
CCc1nn2c(=O)cc(COc3ccc(/C=C4\C(=N)N5N=C(CC(C)C)SC5=NC4=O)cc3)nc2s1,49,0.2,-0.8
CCN(CC)S(=O)(=O)c1ccc(OC)c(NC(=S)Nc2cccc(C)c2)c1,64,4.1,2.7
C[C@H](C(=O)C=[N+]=[N-])N1C(=O)c2ccccc2C1=O,13,0.9,1.5
CC1(C)CC(=O)C=C(Nc2ccc3c(c2)CCC3)C1,21,-0.5,4.2
CC(N=c1ccccn1C(=O)Nc1ccc(Cl)cc1)c1ccco1 (stereo unspecified),-7,1.7,3.7
CN(CC(=O)Nc1ccc(F)c(F)c1F)c1cnccn1,-9,-1.9,0.2
CN(C)CCc1c[nH]c2ccc(C[C@H]3COC(=O)N3)cc12,7,0.9,-1.4
Cc1ccc(-c2ccc(/C=N/NC(=O)c3ccccc3O)o2)cc1,30,-1.5,0.3
Cc1cc2n(c1)CCn1c(C)ccc1-2,-12,-2.3,3.7
O=C(c1ccc(-c2ccccc2)cc1)c1ccc([N+](=O)[O-])cc1,41,-0.4,1.2
CC(O)CCC(=O)NNC1=CC(=O)CC(C)(C)C1 (stereo unspecified),-2,0.3,-1.1
S=C(Sc1ccc(Cl)cc1)Sc1ccc(Cl)cc1,i,0.2,0.0
Cc1cc(=O)[nH]c(N/N=C/c2ccc([N+](=O)[O-])cc2)n1,0,0.6,1.0
C[C@@H]1O[C@@H](OC2C(O)C(OCCc3ccc(O)c(O)c3)OC(CO)C2OC(=O)/C=C/c2ccc(O)c(O)c2)[C@H](O)[C@H](O)[C@H]1O (stereo partly specified),101,-2.8,2.5
CC1(C)CC(=O)C2=C(C1)N(c1ccc(F)cc1)C(=O)C2(NC(=O)c1ccccc1)C(F)(F)F (stereo unspecified),-2,1.2,3.0

# Continued; it opens with the two that closed the last part.
SMILES,SUMO Mot1 rescue,Ecoli viability,AddAB inh
C[C@@H]1O[C@@H](OC2C(O)C(OCCc3ccc(O)c(O)c3)OC(CO)C2OC(=O)/C=C/c2ccc(O)c(O)c2)[C@H](O)[C@H](O)[C@H]1O (stereo partly specified),101,-2.8,2.5
CC1(C)CC(=O)C2=C(C1)N(c1ccc(F)cc1)C(=O)C2(NC(=O)c1ccccc1)C(F)(F)F (stereo unspecified),-2,1.2,3.0
Cc1cc(C)n(C(=O)c2ccncc2)n1,-9,0.8,-1.0
Cc1cn(S(=O)(=O)c2ccc(Br)c3ccccc23)cn1,277,2.0,3.4
O=Cc1coc2c(ccc3ccccc32)c1=O,322*,-0.7,-1.6
C[C@@H](O)[C@H]1C(=O)N2C(C(=O)O)=C(S[C@@H]3CN[C@H](C(=O)N(C)C)C3)[C@H](C)[C@H]12,-4,-2.3,-3.0
Cc1ccc2nc3c(cc(C#N)c(=N)n3Cc3cccnc3)c(=O)n2c1,-5,2.7,1.6
Cc1nc(NC(=O)c2ccccc2)sc1C1(C)CC(c2ccc(OC(F)(F)F)cc2)=NO1 (stereo unspecified),-3,-0.3,4.7
N[C@H]1CONC1=O,-14,-0.8,-4.6
CN(C)CCCN1C(=O)C(O)=C(C(=O)c2cccs2)C1c1cccc([N+](=O)[O-])c1 (stereo unspecified),4,-0.5,4.5
COCOc1ccc(/C=C/C(=O)c2c(OCOC)cc(OCOC)c(CC=C(C)C)c2O)cc1OCOC,-16,-2.0,2.4
C1CN(c2nc3nonc3nc2N2CCOCC2)CCO1,-2,2.1,4.5
O=C(COC(=O)/C=C/c1cccc(Cl)c1)Nc1ccccc1-c1ccccc1,6,-1.7,3.0
COc1cc(/C=C/c2nc3ccc([N+](=O)[O-])cc3s2)ccc1OCC(=O)O,66,2.6,1.2
O=C(CSc1ccccn1)NC1CCCC1,-13,-0.5,-2.0
C[C@@H]1NC(=O)c2cc([N+](=O)[O-])cc(I)c2OCC[C@@H](C(=O)NC(CC(=O)O)C(N)=O)NC(=O)[C@H](CCC(=O)O)NC1=O (stereo partly specified),21,-2.6,1.8
O=C(c1ccc(F)cc1)[C@@H]1[C@@H](C(=O)c2ccccc2)[C@@]2(C(=O)Nc3ccccc32)[C@H]2c3ccccc3C=CN12,6,1.0,5.6
O=C(Nc1ccccn1)c1ccc2nc(-c3ccccc3)c(-c3ccccc3)nc2c1,-4,2.5,2.9
COC(=O)C(=C/C=C/N1CCOCC1)C(=O)OC,680,2.4,4.0
Cc1ccc(C)n1-c1cccc(C(=O)O)c1,98,0.3,0.1
O=C(O)Cc1ccc(NC(=O)C2CC=CCC2C(=O)O)cc1 (stereo unspecified),625*,-0.9,1.0
NC(=O)c1nsc(C(=O)N(CC(=O)NC2CCCC2)c2cnc3ccccc3c2)c1N,-22,0.2,-0.2

# Sorted by the number under SUMO Mot1 rescue (falling): some entries from above.
mol,SUMO Mot1 rescue,AddAB inh
CN(C)CCCN1C(=O)C(O)=C(C(=O)c2cccs2)C1c1cccc([N+](=O)[O-])c1 (stereo unspecified),4,4.5
Cc1ccccc1OCCNc1cc(N2CCNCC2)ccc1[N+](=O)[O-],-7,1.9
Cc1c(Cl)c(C(=O)Nc2nc3ccccc3n2CCN2CCCCC2)nn1C,-11,1.6

# (listing goes on)
SMILES,SUMO Mot1 rescue,Ecoli viability,AddAB inh
CC(=O)O[C@H]1CC(C)(C)C(=C=C/C(C)=C/C=C/C(C)=C/C=C/C=C(C)/C=C/C=C(\C)C(=O)C[C@@]23O[C@]2(C)C[C@@H](O)CC3(C)C)[C@](C)(O)C1,16,-0.9,-2.1
CCC(C)(C)N=C(NC#N)Nc1cccnc1,9,-1.3,-2.4
O=C(NC1CCCCC1)C(=O)N(Cc1cccnc1)C(C(=O)NCc1ccco1)c1ccccc1 (stereo unspecified),-21,-0.3,7.7
CCN1C(=O)C2(C(C(=O)c3cc4ccccc4o3)=C(O)C(=O)N2CCCN(C)C)c2ccccc21 (stereo unspecified),-19,0.1,0.4
CC1Oc2cc3oc4c(O)c5c(cc4c(=O)c3c(O)c2C1(C)C)C=CC(C)(C)O5 (stereo unspecified),-4,-2.3,2.4
COC(=O)c1ccccc1NC(=O)Cn1nc2n(C)c3ccccc3n2c(=O)c1=O,8,-1.5,-1.0
CCOC(=O)C1=C(O)C(=O)N(CCCn2ccnc2)C1c1ccc(OC)cc1 (stereo unspecified),-19,1.4,2.1
C=C1/C=C(\C)[C@](C)(O)C[C@H](O)CC(=O)[C@H](O)[C@@H](O)[C@H](C)C[C@H](C)OC(=O)/C(C)=C/CC/C=C/[C@@H]2O[C@H]2C[C@H](C)C1,-43,0.1,-0.1
CCOc1ccc2nc(Cl)c(C3CC(c4ccccc4)=NN3C(=O)c3ccco3)cc2c1 (stereo unspecified),-30,0.4,0.2
CCn1c(CSc2nnc(-c3cccnc3)n2-c2ccccc2C)nc2cc(C(=O)O)ccc21,-2,-1.9,-0.7
CC(=O)Nc1ccc(Cc2nc3c([nH]2)c(=O)n(C)c(=O)n3C)cc1,24,0.2,-0.1
N[C@@H]1CONC1=O,7,0.9,0.0
Cc1c(N=c2c(=O)c3ccccc3c2=O)c(=O)n(-c2ccccc2)n1C,-6,-1.4,1.0
CC1(OC(=O)c2ccc(Cl)nc2)C(=O)C=C2C=C(C3CC3)OC=C2C1=O (stereo unspecified),-5,0.5,2.3
CCN(CC)S(=O)(=O)c1ccc(C(=O)N2CCN(CCN3C(=O)c4cccc5cccc(c45)C3=O)CC2)cc1,-9,1.4,1.1
COC(=O)n1c(=S)oc2cc(Cl)ccc21,-7,0.8,2.1
Cc1ccc(-n2c(SCC3CNC(=O)O3)nnc2-c2ccccc2)cc1C (stereo unspecified),2,1.7,2.9
C#CCOCCOCCOCCNc1nc(N2CCN(C(=O)[C@H](Cc3ccc(O)cc3)n3cc([C@@H](N)CC(C)C)nn3)CC2)nc(N2CCN(C(=O)[C@H](Cc3ccc(O)cc3)n3cc([C@@H](N)CC(C)C)nn3)CC2)n1,-17,-0.7,0.4
O=C1COc2ccc(N3C(=O)c4ccccc4C3=O)cc2N1,16,1.5,-0.5
Cc1ccccc1C([O-])=Nc1ccc[n+](-c2nc3ccccc3nc2NS(=O)(=O)c2ccccc2)c1,4,-1.3,-0.2
CCCn1nnnc1SCC(=O)Nc1sc(C)c(C)c1C#N,-13,0.4,-0.3

# Full records as entered above. Values in the order: SUMO Mot1 rescue, Ecoli viability, AddAB inh
# COC(=O)c1ccc(NC(=O)c2cnc3scc(C)n3c2=O)cc1 reads 1, 1.5, 0.8
# N#Cc1c[nH]n2c(=O)c3c(nc12)CCCC3 reads 158, -2.1, 1.8

# This is a subset; rates above refer to the full screens.
